Screening data: PubChem BioAssay, The Scripps Research Institute Molecular Screening Center
TEAD-YAP inh – TEAD-YAP interaction inhibition; inhibition, % at 9.12 µM; 640,000 compounds, 1.4% hits; HEK-TIYL cells, TEAD-Gal4/YAP UAS-luciferase luminescence; AID 1259422; in the data active = inhibition above about 32%;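 note: 0% = median of test compound wells and 100% = reference inhibitor wells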
FBW7 act – activators of human E3 ligase FBW7; normalized activity (activation), % at 26.1 µM; AlphaScreen FBW7–phospho-cyclin E peptide binding, activator screen; 650,000 compounds, 0.13% hits; Q969H0; in the data active = normalized activity above about 1.9%;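 note: purified mutant Fbw7 with reduced substrate affinity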
MITF primary – inhibitors of human MITF; AID 1259374; 650,000 compounds, 0.91% hits; inhibition, % at 2.6 µM; AlphaScreen MITF homodimerization, bead proximity signal; in the data active = inhibition above about 50%;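 note: 0% = vehicle wells with protein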
Target sequence (O75030 whole entry, looked up): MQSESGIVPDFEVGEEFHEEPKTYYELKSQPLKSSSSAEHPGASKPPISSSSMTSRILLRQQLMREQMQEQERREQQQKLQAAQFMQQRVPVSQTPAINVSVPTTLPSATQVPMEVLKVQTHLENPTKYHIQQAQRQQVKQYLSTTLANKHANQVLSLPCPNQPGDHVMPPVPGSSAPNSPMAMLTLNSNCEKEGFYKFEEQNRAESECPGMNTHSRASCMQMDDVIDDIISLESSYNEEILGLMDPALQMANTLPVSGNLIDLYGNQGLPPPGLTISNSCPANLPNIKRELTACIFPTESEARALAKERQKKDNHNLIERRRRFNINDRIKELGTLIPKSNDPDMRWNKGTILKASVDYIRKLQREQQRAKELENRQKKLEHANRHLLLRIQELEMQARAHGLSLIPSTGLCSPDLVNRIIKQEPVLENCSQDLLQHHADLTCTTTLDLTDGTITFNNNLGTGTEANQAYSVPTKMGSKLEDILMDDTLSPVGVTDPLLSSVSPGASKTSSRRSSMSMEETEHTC
GPR151 ag – human GPR151 activation | Q8TDV0 | PathHunter beta-arrestin GPR151 cells, luminescence | activation, % at 11.2 µM | 650,000 compounds, 1% hits | AID 1508602; in the data active = activation above about 4.9%;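 note: 0% = median of compound wells and 100% = cells with positive control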
Target sequence (Q8TDV0 whole entry, looked up): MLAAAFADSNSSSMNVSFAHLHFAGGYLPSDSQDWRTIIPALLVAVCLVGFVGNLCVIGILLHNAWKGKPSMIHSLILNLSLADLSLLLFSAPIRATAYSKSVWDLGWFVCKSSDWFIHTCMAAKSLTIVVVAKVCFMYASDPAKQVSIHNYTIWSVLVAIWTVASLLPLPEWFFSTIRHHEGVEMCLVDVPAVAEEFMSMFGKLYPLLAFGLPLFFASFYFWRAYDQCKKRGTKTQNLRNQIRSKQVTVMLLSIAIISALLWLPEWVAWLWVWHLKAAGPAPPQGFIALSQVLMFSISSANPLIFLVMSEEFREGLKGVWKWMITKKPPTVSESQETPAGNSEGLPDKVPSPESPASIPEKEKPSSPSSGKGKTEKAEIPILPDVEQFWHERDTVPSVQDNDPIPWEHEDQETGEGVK
Numbers without * were called inactive; . = no result given.

SMILES	TEAD-YAP inh	FBW7 act	MITF primary	GPR151 ag
O=C(NC12CC3CC(CC(C3)C1)C2)C1CCCN1S(=O)(=O)c1ccc(Cl)cc1 (stereo not given)	3	0.2	17	-0.4
CC(C)OC(=O)c1ccc(NC(=O)/C=C/c2ccccc2)cc1	0	-0.1	4	-0.9
CC1CCCC(NC(=O)C2N(CCN3CCCCCC3)C(=O)C3C(C(=O)Nc4cc(Cl)cc(Cl)c4)C4C=CC32O4)C1C (stereo not given)	1	-0.2	0	2.4
Cc1ccc(Nc2nc3nonc3nc2N2CCN(C(=O)c3ccccc3)CC2)cc1Cl	13	0.2	3	-1.8
C=CCSc1nnc2c(n1)OC(c1ccc(OC)cc1)N(C(C)=O)c1ccccc1-2 (stereo not given)	-4	0.5	-2	0.5
COc1ccc(C(=O)Nc2nnc(C(F)(F)F)s2)cc1[N+](=O)[O-]	-15	-0.1	-4	-0.5
CCOC(=O)c1cc(/C=C2\SC(=O)N(CC)C2=S)sc1/N=C/N(C)C	-34	-0.5	-6	2.8
CN(C)CCNCC(=O)Nc1ccc(C#N)cc1	-1	0.1	15	0.7
CCc1ccccc1NC(=O)Cn1nnc(C(=O)Nc2ccccc2CC)c1N	5	0.0	0	0.5
O=C(Nc1ccccc1[N+](=O)[O-])c1ccc(Cl)c(S(=O)(=O)NC2CCCC2)c1	-2	-0.4	-2	-0.8
O=c1c(-c2ccccc2)c(N2CCN(c3ccccc3)CC2)c1=O	6	0.0	0	1.4
COC(=O)c1c(NC2=NS(=O)(=O)c3ccccc32)sc2c1CCCC2	-4	-0.1	-1	-1.4
O=C(Nc1ccc(OCc2ccccc2Cl)cc1)c1ncn[nH]1	-7	-0.3	6	0.5
O=C(CSc1ccccn1)N1CCc2nncn2CC1	12	-0.2	8	1.1
CC(C)c1nnc(NC(=O)/C=C/c2ccccc2)s1	-18	0.1	8	-0.6
COc1cccc(NC(=S)NC(=O)CC(C)C)c1	-50	-0.1	-1	-0.6
O=C(Nc1ccc(F)cc1F)N1CCc2nc3ccccn3c(=O)c2C1	-6	0.0	4	-0.4
COc1ccccc1OCc1nnc(SCC(=O)Nc2cc(C)on2)n1C	3	0.2	16	-0.5
CC1CCCN(C(=O)CCCNC(=O)Cn2cnc3sc4c(c3c2=O)CCCC4)C1 (stereo not given)	11	0.3	12	-2.0
CCOC(=O)c1c(-c2ccc(Cl)cc2)nn2c1NCN(Cc1ccco1)C2	-2	0.0	-12	-0.2
COc1ccc(-c2csc3ncc(C(=O)N(C)C(C)C)c(=O)n23)cc1	3	0.1	10	1.2
CCOC(=O)C(C)Oc1cc(OC(C)C(=O)OCC)c2c(=O)cc(-c3ccccc3)oc2c1 (stereo not given)	-1	0.2	19	1.4
C[C@@H]1CN(C(=O)c2nc3ccc(Cl)cn3c2CN2CCc3sccc3C2)C[C@H](C)O1	6	0.1	2	1.3
COc1ccccc1C(=O)Nc1ccc2oc(-c3ccc(Cl)c(Cl)c3)nc2c1	12	0.2	10	1.9
O=C(CCn1c(=O)oc2ccccc21)N1C2CCC1CC(c1ccc(F)cc1)C2 (stereo not given)	-10	-0.2	-9	0.0
COc1ccc(NC(=O)CN2CCN(S(=O)(=O)c3ccc(F)cc3)CC2)c(OC)c1	14	-0.1	7	1.8
O=C1c2cccc3cccc(c23)C(=O)N1CC1CCNCC1	2	0.1	-6	-0.5
CC1CN(CCC(=O)N2CCCC(C(N)=O)C2)Cc2cc(Cl)ccc2O1 (stereo not given)	2	0.2	11	0.9
COc1ccc(Cn2c(CCC(=O)Nc3cccc(C(C)=O)c3)nc3cccnc32)cc1	-5	-0.2	-5	-0.1
CCC(C)(NC(=O)CNC(=O)c1ccccc1)C(=O)NC1CCCC1 (stereo not given)	11	0.1	3	-2.0
Cc1ccccc1NC(=O)C(=O)N/N=C/c1ccccc1Cl	-6	0.0	7	-0.4
Cc1cc(C)cc(NC(=O)C(=O)NCc2ccccn2)c1	-13	-0.2	-1	0.0
O=C(Nc1nccs1)c1ccc2c(c1)S(=O)(=O)c1ccccc1C2=O	10	0.0	7	-2.0
Cc1cc(C)c(S(=O)(=O)Nc2cccc(C(=O)O)c2C)c(C)c1	4	0.1	7	-0.5
N#Cc1ccccc1NC(=S)NCc1ccccc1	9	-0.1	2	0.9
O=C(c1ccco1)N1CCCCC1c1nc2ccccc2[nH]1 (stereo not given)	2	0.0	-1	0.4
OC1CCC(Nc2nc(NC3CCN(Cc4ccccc4)CC3)c3ncn(-c4ccsc4)c3n2)CC1 (stereo not given)	60*	-0.1	-5	3.6
Cc1cccc(NC(=O)Nc2ccc(Cl)cc2)c1	-54	0.0	-2	0.0
CCOc1ccc(N=C2SC(C(=O)Nc3ccc(C(=O)O)cc3)CC(=O)N2Cc2ccccc2)cc1 (stereo not given)	1	0.1	-3	2.2
O=C1OC(/C=C/c2ccc(Cl)cc2)=NC/1=C/c1ccc(Cl)c(Cl)c1	-5	-0.1	3	-0.6
O=C(NCCc1nc(-c2ccncc2)n[nH]1)c1cccnc1Cl	-2	0.0	-49	0.3
O=C(CCN1C(=O)C2C3C=CC(C3)C2C1=O)Nc1nc(-c2ccccc2)cs1 (stereo not given)	-7	-0.1	5	3.4
O=C(O)C1(c2ccc(Cl)cc2)CCCC1	3	0.4	0	-0.3
COC(=O)CC1(OC(C)=O)C(C)=CCC2C(C)(C)CCCC21C (stereo not given)	5	0.2	-3	-0.3
CC(C)(CSc1ccccn1)NS(=O)(=O)c1ccc(Cl)cc1	-1	0.0	-2	-1.4
CCCCN(C)C(=O)Cn1c(=O)c2cccn2c2cccnc21	-16	-0.2	-7	-0.1
Cc1nnc(NC(=O)COC(=O)C(CC(C)C)NC(=O)c2ccccc2)s1 (stereo not given)	-5	1.2	13	-1.0
O=C(CC(=O)c1ccc2c(c1)OCCO2)c1ccccc1	-63	-0.4	-4	-3.2
CC(=O)Nc1nnc(SCC(=O)NCC2CCCO2)s1 (stereo not given)	-2	-0.1	-4	-0.5
CCOC(=O)C1CCCCN1C(=O)c1cc(COc2ccc(C)cc2OC)on1 (stereo not given)	-49	0.1	13	-0.7

Following part:
SMILES	TEAD-YAP inh	FBW7 act	MITF primary	GPR151 ag
CCOC(=O)c1cc(S(=O)(=O)NCCc2ccc(C)cc2)cn1C	-1	0.3	7	-2.3
COc1ccc(C2C(C(=O)OC3CCCC3)=C(C)NC3=C2C(=O)CC(C)(C)C3)cc1 (stereo not given)	-6	0.1	4	-0.3
CC/C=C\C/C=C\C=C\C(O)C/C=C\C/C=C\CCCC(=O)O (stereo not given)	.	.	4	0.2
COc1ccc(Nc2cc(C)nc3c(C)c(C)cc([N+](=O)[O-])c23)cc1	-6	-0.2	23	0.8
CCC(SC1=Nc2ccccc2C2=NC(Cc3ccccc3)C(=O)N12)C(=O)NCc1cccnc1 (stereo not given)	5	0.1	4	2.2
COc1ccccc1C(=O)NCc1nnc(SCC(=O)N2N=C(c3cccs3)CC2c2ccc(F)cc2)n1-c1ccccc1OC (stereo not given)	-5	-0.1	7	0.8
CCOCCCNc1cc(C)nc2ncnn12	-62	0.1	-4	3.5
Cc1ccc(C(=O)Nc2ccc3oc(-c4cc(Cl)ccc4Cl)nc3c2)cc1[N+](=O)[O-]	6	-0.1	2	0.7
NNC(=O)c1cc(-c2cccs2)nc2nc(N3CCCCC3)sc12	-7	0.0	-9	1.1
Cc1ccc(-n2nc3c(c2NC(=O)CCC2CCCC2)CSC3)cc1	12	0.3	-1	0.2
O=C(NCCO)c1csc(-c2ccccc2)n1	9	0.2	1	-0.7
CCOC(=O)c1ccc(NC(=O)CSc2nc3ccccc3c(=O)n2CC2CCC(C(=O)N3CCN(c4ccccc4)CC3)CC2)cc1 (stereo not given)	16	0.0	-18	-0.4
N#C/C(=C(/O)CCN1C(=O)c2ccccc2C1=O)c1nc2ccccc2s1	0	0.3	13	0.0
O=C(c1ccc(OCc2ccc3ccccc3n2)cc1)N1CCN(c2ccccn2)CC1	-29	0.4	15	-0.1
COC(=O)c1c2c(n3ccccc13)C(=O)c1ccccc1C2=O	1	0.0	10	2.0
c1cncc(-c2nc3c4ccccc4nc(NCCc4c[nH]c5ccccc45)n3n2)c1	-1	-0.1	-5	-2.1
O=C(Cn1cnc2ccccc21)c1ccc(Cl)cc1	-4	0.0	-1	0.1
CC1(C)CC(NC(=O)c2ccccc2)CC(C)(C)N1	-4	0.3	18	-0.6
Cc1ccccc1-n1c(O)c(C=NCCC2=CCCCC2)c(=O)[nH]c1=O	-16	0.9	0	3.2
CCCCOc1ccccc1/C=C1\SC(N)=NC1=O	6	0.0	7	-0.2

Reprinted from the part before: 6 entries, then new ones.
SMILES	TEAD-YAP inh	FBW7 act	MITF primary	GPR151 ag
COC(=O)c1c2c(n3ccccc13)C(=O)c1ccccc1C2=O	1	0.0	10	2.0
c1cncc(-c2nc3c4ccccc4nc(NCCc4c[nH]c5ccccc45)n3n2)c1	-1	-0.1	-5	-2.1
O=C(Cn1cnc2ccccc21)c1ccc(Cl)cc1	-4	0.0	-1	0.1
CC1(C)CC(NC(=O)c2ccccc2)CC(C)(C)N1	-4	0.3	18	-0.6
Cc1ccccc1-n1c(O)c(C=NCCC2=CCCCC2)c(=O)[nH]c1=O	-16	0.9	0	3.2
CCCCOc1ccccc1/C=C1\SC(N)=NC1=O	6	0.0	7	-0.2
COCCCNC(=O)CNC(=O)c1nn(-c2ccc(OC)cc2OC)c(=O)c2ccccc12	10	0.1	3	1.5
CCOC(=O)C1CCC(CN(Cc2cccc(Br)c2)S(=O)(=O)c2ccc(C(C)(C)C)cc2)CC1 (stereo not given)	10	0.0	7	4.1
COC(=O)c1cc(-c2cccnc2)nc2ccccc12	-8	-0.2	-8	-0.7
COc1ccc(NC(=O)/C(=C/c2cccs2)NC(=O)c2cccs2)cc1	-4	0.1	5	-1.0
CCOc1ccc(NC(=O)CN2C(=S)NC(C)(C)CC2C)cc1 (stereo not given)	0	0.2	15	1.7
CC(C)C(=O)OCC(=O)Nc1ccc(F)c([N+](=O)[O-])c1	16	0.0	1	0.8
C/C(CC(=O)Nc1ccccc1-c1ccccc1)=N\NC(=O)COc1ccccc1C	4	-0.1	1	0.3
CCCCNC(=O)Cn1nc(-c2ccccc2)ccc1=O	3	0.1	0	-0.4
CC(CN(C)C)C(C)(O)Cc1ccc(Cl)cc1 (stereo not given)	.	-0.1	0	-0.2
CCCCCCCC(=O)N1c2ccccc2NC(=O)C1CC(=O)Nc1ccc(C(=O)O)cc1 (stereo not given)	-5	-0.1	2	1.2

The last 4 compounds of the part before open the next one:
SMILES	TEAD-YAP inh	FBW7 act	MITF primary	GPR151 ag
C/C(CC(=O)Nc1ccccc1-c1ccccc1)=N\NC(=O)COc1ccccc1C	4	-0.1	1	0.3
CCCCNC(=O)Cn1nc(-c2ccccc2)ccc1=O	3	0.1	0	-0.4
CC(CN(C)C)C(C)(O)Cc1ccc(Cl)cc1 (stereo not given)	.	-0.1	0	-0.2
CCCCCCCC(=O)N1c2ccccc2NC(=O)C1CC(=O)Nc1ccc(C(=O)O)cc1 (stereo not given)	-5	-0.1	2	1.2
COc1cccc(OC)c1C(=O)NCc1nc(-c2ccc(Cl)cc2)no1	8	-0.2	1	8.0*
O=c1c2ccccc2nc(/C=C/c2cc(Br)ccc2O)n1Cc1ccccc1	-1	0.0	-6	-0.3
Cc1ccccc1N(CC(=O)NC1CCCC1)C(=O)Cn1nnc(-c2ccc(F)cc2)n1	10	0.0	3	0.5
N#Cc1cccc(S(=O)(=O)Nc2cccc(Br)c2)c1	6	-0.3	-9	1.0
O=C(CCNS(=O)(=O)c1cccc2nonc12)Nc1ccc(C(F)(F)F)cc1	-3	0.0	-4	0.5
COC(=O)c1ccc(/C=C2\C(=O)NN(c3cccc(C(F)(F)F)c3)C2=O)cc1	3	0.0	6	0.1
COc1ccccc1CNC(=O)/C=C/C(=O)O	4	0.0	2	0.0
Cc1ccc(N(C(=O)c2ccc([N+](=O)[O-])o2)C(=O)N2CCCCC2)cc1	-3	-0.2	-6	-0.8
COc1cccc(-c2cc(C(N)=O)on2)c1OC	-2	-0.1	-7	2.6
C=CCNCCC1CCC(=O)N1Cc1ccccc1C(F)(F)F (stereo not given)	11	0.3	5	-1.2
COc1ccccc1C(=O)Nc1nnc(SCc2cccc(F)c2)s1	-9	0.0	-3	0.1
COCCCN1C(=O)/C(=C\c2ccccc2OC)C(C(=O)OC)=C1C	-4	-0.1	-4	-0.2
Cc1ccc(S(=O)(=O)N/N=C/c2ccc(C)o2)cc1	-7	0.0	18	1.3

Arranged by count of non-hydrogen atoms (rising): 5 of the compounds above.
SMILES	TEAD-YAP inh	FBW7 act	MITF primary	GPR151 ag
Cc1ccc(S(=O)(=O)N/N=C/c2ccc(C)o2)cc1	-7	0.0	18	1.3
C=CCNCCC1CCC(=O)N1Cc1ccccc1C(F)(F)F (stereo not given)	11	0.3	5	-1.2
COc1ccccc1C(=O)Nc1nnc(SCc2cccc(F)c2)s1	-9	0.0	-3	0.1
COc1cccc(OC)c1C(=O)NCc1nc(-c2ccc(Cl)cc2)no1	8	-0.2	1	8.0*
O=C(CCNS(=O)(=O)c1cccc2nonc12)Nc1ccc(C(F)(F)F)cc1	-3	0.0	-4	0.5
